# High-throughput results from PubChem.
# TAAR1 agonist: human TAAR1 agonists, primary screen, Fluo-8 calcium fluorescence, CHO RD-HGA16 cells. Trace amine-associated receptor 1 (Homo sapiens), Q96RJ0. vehicle wells 0%, saturating PEA agonist 100%. activation, % at 3 µM. 0.99% of 360,000 active;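 active = activation above the mean activation of all test compounds in the run plus 3 SD, cut at about 38% in these data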
#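 System: CHO-derived RD-HGA16 cells with stable Gα16 and human TAAR1. Times: 17-24 h plating, Fluo-8 75 min 37 °C, 30 min RT. Measured by: calcium-sensitive Fluo-8 signal, excitation 470-495, emission 515-575 nm. Read-out basis: % activation relative to PEA EC100 response. Control set: DMSO and PEA EC100. Repeats: no replicates (n 1).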
# V1R ag counter: agonists of human V1a receptor, primary screen, counter-screen for OXTR agonist project, fluorescence, CHO-V1R cells | activation, % at 3 µM | 0.25% of 320,000 active | AID 2797, 2010 | Fluo-8 calcium fluorescence, agonist mode; 0% DMSO, 100% 3 nM vasopressin | Vasopressin V1a receptor (Homo sapiens), P37288;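 active = activation above the mean activation of all tested compounds plus 3 SD, per screening run, cut at about 20% in these data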;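 note: signal is peak over basal fluorescence ratio across a 100 second FLIPR read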
# CHO parental Ca: ATP-evoked calcium signal inhibitors, parental CHO, primary screen, counter-screen for OX1R antagonist project, cell-based, fluorescence, Fluo-8 calcium dye; parental CHO-K1, ATP-induced calcium, Fluo-8 fluorescence; inhibition, % at 5.6 µM; 0.63% of 330,000 active;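 active = inhibition above that plate's mean sample inhibition plus 3 SD, cut at about 26% in these data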;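 note: 0% = ATP-challenged DMSO wells and 100% = DMSO wells without ATP; some compounds past the cut are filed as inactive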
#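 test system = CHO parental line | reagent = ATP stimulus | measured by = intracellular calcium via Fluo-8 no-wash fluorescent dye | control set = ATP and no-ATP DMSO wells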
# M1 PAM: human M1 muscarinic receptor positive allosteric modulators, primary screen, CHO-K1 cells, Fluo-8 calcium fluorescence, 1536-well | CHO-K1 hM1, ACh EC20; 0% = ACh EC20, 100% = maximal ACh | Muscarinic acetylcholine receptor M1 (Homo sapiens), P11229 | AID 588819, 2011 | activation, % at 3 µM | 0.088% of 360,000 active; in the data active = activation above about 19%, passing the limit was not always enough
# Target sequence (P11229 whole entry, looked up): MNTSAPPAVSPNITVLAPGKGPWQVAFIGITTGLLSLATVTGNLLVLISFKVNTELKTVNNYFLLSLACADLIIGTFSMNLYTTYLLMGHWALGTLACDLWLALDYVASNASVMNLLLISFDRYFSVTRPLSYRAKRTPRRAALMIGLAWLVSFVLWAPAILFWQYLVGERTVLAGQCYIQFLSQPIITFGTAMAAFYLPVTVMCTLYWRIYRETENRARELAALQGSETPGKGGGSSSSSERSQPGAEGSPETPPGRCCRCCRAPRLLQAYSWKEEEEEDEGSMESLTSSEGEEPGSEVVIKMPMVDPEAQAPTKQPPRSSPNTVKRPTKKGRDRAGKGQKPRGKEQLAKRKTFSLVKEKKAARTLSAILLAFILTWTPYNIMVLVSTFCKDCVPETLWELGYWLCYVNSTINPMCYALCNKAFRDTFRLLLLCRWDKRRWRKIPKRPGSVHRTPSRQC
# M1 ag: human M1 muscarinic receptor agonists, primary screen, Fluo-8 calcium fluorescence, CHO-K1 cells, HTS; activation, % at 3 µM; AID 588814, 2011; 0.33% of 360,000 active; Muscarinic acetylcholine receptor M1 (Homo sapiens), P11229; CHO-K1 hM1, agonist mode; 0% DMSO, 100% acetylcholine EC100;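 active = activation above the run's mean compound activation plus 3 SD, cut at about 16% in these data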;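 note: peak over basal fluorescence ratio within a 140 s kinetic read after compound addition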
# OXTR potentiate: human OXTR potentiators, primary screen, fluorescence, CHO-OTR cells, Fluo-8 calcium; Fluo-8 calcium fluorescence, potentiator mode; 0% = oxytocin EC15, 100% = EC100; activation, % at 3 µM; 0.061% of 320,000 active; AID 2445, 2010;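 active = activation above that plate's cutoff, the mean activation of tested compounds plus 3 SD, cut at about 6.6% in these data, passing the limit was not always enough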;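 note: 100% uses oxytocin at 75 nM as the full agonist control; some results filed as inactive read as strong as hits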
# Target sequence (P30559 whole entry, looked up): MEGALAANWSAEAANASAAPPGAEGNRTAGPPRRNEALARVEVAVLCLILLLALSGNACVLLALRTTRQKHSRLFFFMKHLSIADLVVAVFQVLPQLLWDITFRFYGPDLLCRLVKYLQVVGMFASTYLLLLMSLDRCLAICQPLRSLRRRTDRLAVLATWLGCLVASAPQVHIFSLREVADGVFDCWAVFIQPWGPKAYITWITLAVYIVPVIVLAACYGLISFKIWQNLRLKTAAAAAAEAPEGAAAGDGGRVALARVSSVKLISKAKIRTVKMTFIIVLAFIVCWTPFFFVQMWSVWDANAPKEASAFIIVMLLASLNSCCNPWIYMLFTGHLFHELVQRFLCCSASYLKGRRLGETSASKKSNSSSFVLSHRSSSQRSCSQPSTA
#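 Assay system: CHO cell line stably expressing human OTR | Also added: Oxytocin at about EC15, sub-maximal agonist stimulus | Times: Compound 6 min at room temperature before oxytocin, 100 s read | Measured by: Fluo-8 intracellular calcium fluorescence, ex 470-495, em 515-575 nm | Controls: EC15 oxytocin alone as 0%, 75 nM oxytocin as 100%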
# TAAR1 antagonist: human TAAR1 antagonists, primary screen, Fluo-8 calcium fluorescence, CHO RD-HGA16 cells | AID 624466, 2012 | inhibition, % at 3 µM | Trace amine-associated receptor 1 (Homo sapiens), Q96RJ0 | antagonist | 1.5% of 360,000 active;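 active = inhibition above a per-plate cutoff, the mean inhibition of test compounds on that plate plus 3 SD, cut at about 49% in these data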;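 note: 0% = DMSO plus EC80 beta-PEA response and 100% = DMSO alone without agonist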
#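 Test system: RD-HGA16 CHO cells with stable hTAAR1 and Gα16 / Probe or stimulus: EC80 β-phenethylamine stimulus / Times: seeding 17-24 h prior, 75-min 37 °C, 30-min RT dye loading / Detection: Fluo-8 calcium-sensitive fluorescence / Read-out basis: % inhibition scaled between DMSO and EC80 PEA controls / Repeats: singlicate, one well per test compound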
# M1 antag: human M1 muscarinic receptor antagonists, primary screen, CHO-K1 cells, Fluo-8 calcium fluorescence, 1536-well. CHO-K1 hM1, ACh EC80 antagonist. 1.3% of 360,000 active. AID 588852, 2011. Muscarinic acetylcholine receptor M1 (Homo sapiens), P11229. inhibition, % at 3 µM;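 active = percent inhibition above its own plate's cutoff, namely the mean of that plate's compound wells plus 3 SD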;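 note: peak over basal fluorescence ratio during 140 s after agonist addition; 0% = ACh EC80 plus DMSO and 100% = DMSO alone without agonist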
# OXTR agonist: human OXTR agonists, primary screen, fluorescence, CHO-OTR cells, Fluo-8 calcium; Oxytocin receptor (Homo sapiens), P30559; Fluo-8 calcium fluorescence; normalized: DMSO 0%, oxytocin 100%; activation, % at 3 µM; 0.32% of 320,000 active;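 active = activation above the mean of all tested compounds plus 3 SD, cutoff set per screening run, cut at about 20% in these data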;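 note: peak over basal fluorescence ratio from a 100 s FLIPR kinetic read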
# The depositor's hits bear a star; . = not tested or not shown. Compounds were not picked by outcome (roughly 3.7% active in at least one column).
SMILES	TAAR1 agonist	V1R ag counter	CHO parental Ca	M1 PAM	M1 ag	OXTR potentiate	TAAR1 antagonist	M1 antag	OXTR agonist
COc1ccc(NC(=O)c2cc(S(=O)(=O)N3CCc4ccccc43)cn2C)cc1OC	-1	-1.1	-2	-7	-5	-6	-6	7	-1.0
O=C(CSc1ccc(-c2ccccc2)nn1)NC1CCCC1	-1	2.3	3	10	-1	1	-20	-11	-0.7
O=C(CSCc1nc2c(nnn2Cc2ccc(F)cc2)c(=O)[nH]1)Nc1cccc(C(F)(F)F)c1	1	-0.7	-10	5	-4	-2	-4	2	-0.2
C[C@]12c3[nH]c4cc(-c5ccco5)ccc4c3CCN1C(=O)[C@@H](CC(=O)NCCc1ccccn1)C[C@@H]2C(=O)N1CCCCC1	1	.	-25	11	-2	.	-10	-6	.
COc1cccc(/C=C2\SC(=S)N(CC(=O)N(C)C3CCS(=O)(=O)C3)C2=O)c1 (stereo not drawn)	5	0.0	-12	4	-1	-11	-24	-3	0.3
CCOC(=O)c1c(C)nc2c(c1-c1ccc(OC)cc1)C(=O)CC(C)(C)C2	13	-0.5	-25	-4	-4	-9	41	5	-3.0
Cc1ccccc1N(Cc1ccccc1F)S(C)(=O)=O	1	-0.7	5	3	-5	-8	10	0	-0.1
COc1cc(OC)c2c(-c3cccc(-c4ccc(C#N)cc4)c3)cc(=O)oc2c1	-1	.	-27	8	-3	.	1	-13	.
Cc1nc(C(=O)Nc2ccc(Cl)cc2)sc1C1(C)CC(c2cccc([N+](=O)[O-])c2)=NO1 (stereo not drawn)	0	1.4	-11	4	-4	9	-4	-7	1.7
Cc1ccc(S(=O)(=O)Nc2ccc3nc(-c4cccn4C)[nH]c3c2)cc1	4	0.4	-7	-1	-2	-8	20	-19	-0.8
CCCc1cc(=O)oc2c(C)c(OCC(=O)N3CCC(C(=O)O)(c4ccccc4)CC3)ccc12	1	-0.2	-9	8	-4	-4	-8	-6	-0.3
O=C(c1cccc(S(=O)(=O)Nc2ccccc2Cl)c1)N1CCCCCC1	1	1.0	-24	6	-2	7	2	-8	0.1
Cc1ccc(OCCNC(=O)c2ccc(NC(=O)CC3SC(N4CCCC4)=NC3=O)cc2)cc1 (stereo not drawn)	-1	-0.1	-16	10	-2	-5	-26	-9	-1.1
COc1ccc(CN(C)C(=O)C2CSC3(C)CCC(=O)N23)c(OC)c1 (stereo not drawn)	1	.	.	5	-3	.	-18	-9	.
COc1ccc(NC2CCCN(C(=O)c3ccc(CSC)o3)C2)cc1OC (stereo not drawn)	0	2.0	-18	7	-10	-8	-21	-10	1.2
O=C(O)c1ccc(/C=N/Nc2ccc(S(=O)(=O)N3CCCC3)cc2[N+](=O)[O-])cc1	-2	1.3	-14	3	-5	0	0	-5	0.3
CC(C)CC(=O)NC(=S)Nc1nc(-c2cccc3ccccc23)cs1	4	1.5	-6	2	1	-7	-10	-24	-0.7
COc1cc(OC)cc(C(=O)Nc2ccc(S(=O)(=O)N3CCOCC3)cc2)c1	3	1.3	-2	3	-2	-5	-5	-6	-0.5
CC(C)CNC(=O)c1[nH]c(C(F)(F)F)nc1-c1ccccc1	0	.	.	3	-1	.	-9	-33	.
CCOc1ccc(NC(=S)N2CCn3c(nc4ccccc43)C2)cc1	.	0.2	-9	.	.	-9	.	.	0.2
Cn1c(CSCc2ccc(Cl)c(Cl)c2)n[nH]c1=S	3	5.2	-9	5	-6	0	5	-2	4.5
CN(CC(=O)NC1CC(C)(C)NC(C)(C)C1)S(=O)(=O)c1cc(Cl)ccc1Cl	5	0.8	-12	2	-8	-7	-3	-3	-0.3
Cc1nnc(NC(=O)CCn2cnc3ccccc3c2=O)s1	0	-0.5	-2	-1	-3	-3	-5	13	-0.2
CCc1ccc(-n2c(C)cc(/C=N/NC(=O)c3ccncc3)c2C)cc1	6	-0.5	-10	10	-12	-9	4	-7	-2.2
Cc1ccc(Oc2ncnc(N)c2[N+](=O)[O-])cc1	5	-0.4	1	14	4	-4	-22	3	-0.5
O=C(c1cccc(N2C(=O)C3CC=CCC3C2=O)c1)N1CCCCCC1 (stereo not drawn)	15	-0.3	-4	3	-2	-3	1	-1	0.0
CC(NC(=O)CN(C)Cc1ccc(Br)cc1)c1ccccc1 (stereo not drawn)	3	-1.1	-31	7	-8	-5	5	-12	-2.1
Fc1ccc(-c2nnn3c2nc(NCc2ccccc2)c2ccccc23)cc1	1	1.3	-4	4	-3	1	-15	-19	0.5
O=C(COC(=O)c1cnccn1)c1ccc(Br)cc1	1	1.4	8	7	-1	-10	-7	-7	3.1
COc1ccc(/C=C2\SC(=O)N(CC(=O)NC3C=CS(=O)(=O)C3)C2=O)cc1 (stereo not drawn)	1	-0.8	-10	3	-3	-6	-10	-5	0.1
Cc1ccc2c(c1)C1CCCC3C1N2CC(=O)N3Cc1ccccc1 (stereo not drawn)	.	-0.1	-28	.	.	-8	.	.	-1.2
O=C(NCc1ccccn1)c1ccc(CNS(=O)(=O)c2cccc(Cl)c2)cc1	4	0.0	-11	3	-8	-3	-1	-5	0.5
CCOC(=O)CCC(=O)c1c(C)oc2ccc(OC)cc12	3	-1.2	-14	-2	-5	-12	-22	-13	-1.9
O=C(O)CNS(=O)(=O)c1ccc2c3c(cccc13)C(=O)N2	2	.	.	9	3	.	4	-6	.
CN1CCCN(Cc2ccccc2Br)CC1	2	0.9	-8	-26	-7	-7	-11	34	1.3
C=C(C(=O)Oc1c(C(C)(C)C)cccc1C(C)(C)C)c1ccccc1	4	0.7	-7	2	-4	-1	10	-1	-0.2
CCCCc1c(O)nc(SCC(=O)N2CCOCC2)n(-c2ccccc2C)c1=O	1	0.9	0	7	-4	-11	7	-6	1.9
O=C(N1CCN(S(=O)(=O)c2ccc(Cl)cc2)CC1)n1ccnc1	1	0.8	-3	0	-5	3	4	5	1.1
Cc1ccc(-c2nc3ccccc3c(=O)n2NC(=S)N(C)C)cc1	3	0.7	-8	-2	-1	-12	8	-5	-0.8
COc1cccc2c1C(CO)N1C(C#N)C3CC(C(=O)O)C(C1C2)N3C (stereo not drawn)	1	0.6	-11	-6	-2	-2	12	-2	-0.2

# Sorted by count of non-hydrogen atoms (smallest number first): part of the list above.
SMILES	TAAR1 agonist	V1R ag counter	CHO parental Ca	M1 PAM	M1 ag	OXTR potentiate	TAAR1 antagonist	M1 antag	OXTR agonist
O=C(COC(=O)c1cnccn1)c1ccc(Br)cc1	1	1.4	8	7	-1	-10	-7	-7	3.1
Cc1nnc(NC(=O)CCn2cnc3ccccc3c2=O)s1	0	-0.5	-2	-1	-3	-3	-5	13	-0.2
O=C(N1CCN(S(=O)(=O)c2ccc(Cl)cc2)CC1)n1ccnc1	1	0.8	-3	0	-5	3	4	5	1.1
O=C(c1cccc(N2C(=O)C3CC=CCC3C2=O)c1)N1CCCCCC1 (stereo not drawn)	15	-0.3	-4	3	-2	-3	1	-1	0.0

# Quoted from the listing:
# Value of CCOc1ccc(NC(=S)N2CCn3c(nc4ccccc43)C2)cc1 under CHO parental Ca: -9
# Value of O=C(CSCc1nc2c(nnn2Cc2ccc(F)cc2)c(=O)[nH]1)Nc1cccc(C(F)(F)F)c1 under M1 antag: 2

# Compounds shown so far containing a CF3 group, in the order listed:
SMILES	TAAR1 agonist	V1R ag counter	CHO parental Ca	M1 PAM	M1 ag	OXTR potentiate	TAAR1 antagonist	M1 antag	OXTR agonist
O=C(CSCc1nc2c(nnn2Cc2ccc(F)cc2)c(=O)[nH]1)Nc1cccc(C(F)(F)F)c1	1	-0.7	-10	5	-4	-2	-4	2	-0.2
CC(C)CNC(=O)c1[nH]c(C(F)(F)F)nc1-c1ccccc1	0	.	.	3	-1	.	-9	-33	.

# (listing goes on)
SMILES	TAAR1 agonist	V1R ag counter	CHO parental Ca	M1 PAM	M1 ag	OXTR potentiate	TAAR1 antagonist	M1 antag	OXTR agonist
COc1ccc(N/C(=N\c2nc(C)cc(C)n2)NC(=O)C(C)C)cc1OC	6	-0.1	-20	7	-5	-6	7	-8	-1.4
CN(C1CCCCC1)S(=O)(=O)c1ccc2c(c1)c(=O)c(C(=O)NCCCN1CCCC1)cn2C	1	0.5	7	-7	-14	-3	-1	-3	0.9
O=c1[nH]c2ccccc2cc1CN(Cc1ccco1)S(=O)(=O)c1ccc(F)cc1	10	2.1	-34	-9	2	-11	54*	12	-0.2
CCC(C)C(=O)Nc1ccc(S(=O)(=O)N2CCCC2)cc1 (stereo not drawn)	13	1.5	1	13	-6	-3	-13	-10	0.6
O=C(c1cc(S(=O)(=O)N2CCOCC2)c(Cl)cc1Cl)N1CCCC1	0	.	.	-1	-3	.	-17	3	.
Cc1cccc(CCNS(=O)(=O)c2ccc3c(c2)oc(=O)n3C)c1	31	2.8	-4	3	-3	0	-8	0	3.4
Cc1ccc(OC(C)C(=O)Nc2ccncc2)cc1 (stereo not drawn)	6	6.8	8	-3	1	-1	15	-7	4.0
C=CCn1c2ccccc2c2nnc(SC(CC)C(=O)Nc3sc4c(c3C#N)CCCC4)nc21 (stereo not drawn)	1	0.5	0	6	-4	-26	-10	0	-0.9
CC(C)(C)c1ccc(NC(=O)COC(=O)CCN2C(=O)c3cccc([N+](=O)[O-])c3C2=O)cc1	4	1.4	-9	0	-5	-11	-12	5	0.4
